Bioassay records deposited in PubChem BioAssay by Southern Research Specialized Biocontainment Screening Center.
M. tuberculosis HTS = M. tuberculosis growth inhibition, HTS (AID 449762); actives 0.59% (n = 330,000); M. tuberculosis H37Rv growth inhibition, 7H9 media; higher % means a stronger effect; inhibition, % at 25 µM; hits with a dose series show IC50 in µM; in the data active = a potency from the dose series; inconclusive = inhibition above about 70% without an active follow-up result;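 also: bacterial growth assessed after seven days of incubation; strong numbers were not always called active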
influenza NS1A = NS1A inhibition, H1N1 influenza, cell based functional assay (AID 504329). actives 0.3% (n = 340,000). inhibition, % at 12.5 µM, or IC50 in µM where a hit was titrated. NS1A functional cell-based assay, percent inhibition; higher % means a stronger effect; in the data active = a potency from the dose series; inconclusive = inhibition above about 27% without an active follow-up result; also: strong numbers were not always called active
M. tuberculosis = growth inhibition of non-replicating M. tuberculosis (AID 488890); Mycobacterium tuberculosis non-replicating, growth inhibition; higher % means a stronger effect; inhibition, % at 25 µM, or IC50 in µM where a hit was titrated; actives 0.39% (n = 320,000); in the data active = a potency from the dose series; inconclusive = inhibition mostly from about 82% at the one dose, without a potency; inactive = the rest, 99 in 100 with inhibition below about 76%;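 also: plate controls were DMSO cells for no effect and high antibiotic wells for full effect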
inhibitors of VEEV = inhibitors of VEEV TC-83 cytopathic effect, confirmation, Vero cells (AID 588727) | inhibition, % at 20 µM, or IC50 in µM where a hit was titrated | Vero cells, VEEV TC-83 cytopathic effect inhibition; higher % means a stronger effect | actives 0.13% (n = 350,000); in the data active = a potency from the dose series; inconclusive = inhibition mostly from about 14% at the one dose, without a potency; inactive = the rest, 99 in 100 with inhibition below about 12%; also: strong numbers were not always called active
PhoP GFP inhibition = Inhibition of PhoP regulon, Salmonella typhi GFP reporter cells, confirmation, 4 h (AID 1850) | Salmonella Typhi PhoP-promoter GFP reporter, fluorescence, 4 h; higher % means a stronger effect | inhibition, % at 50 µM, or IC50 in µM where a hit was titrated | actives 0.33% (n = 310,000); in the data active = a potency from the dose series; inconclusive = inhibition mostly from about 25% at the one dose, without a potency; inactive = the rest, 99 in 100 with inhibition below about 19%;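 also: 0% = induced wells with vehicle and 100% = uninduced wells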
inhibitors of VEEV 10K pilot screen = further read-out of inhibitors of VEEV, marked with its call; inhibition, %; measured here: 10K pilot screen inhibition
An asterisk follows results filed as active; i = inactive; ? = inconclusive; · = no result given.

SMILES	M. tuberculosis HTS	influenza NS1A	M. tuberculosis	inhibitors of VEEV	PhoP GFP inhibition	others
O=C(Cn1ncc2c3ccccc3n(Cc3ccccc3)c2c1=O)N1CCN(c2ccccn2)CC1	-2%	6%	26%	0.8%	6%	inhibitors of VEEV 10K pilot screen=1.2
COc1cc(C(=O)O)ccc1OCC(=O)N1CCOCC1	0%	3%	8%	0.5%	0%
CNCCCOc1ccc(Cl)cc1C(C)(C)C	?	-15%	62%	?	19%
COc1ccccc1C(=O)Nc1cc(Cl)ccc1-n1cncn1	31%	-10%	11%	6.3%	13%
COc1ccc(S(=O)(=O)Nc2ccc3oc(C)c(C(=O)O)c3c2)cc1	13%	3%	21%	i	-1%
CC(C)CC(NC(=O)c1cccc(Cl)c1)C(=O)O (stereo not drawn)	-1%	-6%	-8%	0.3%	-6%
CCOc1ccc(/C=C/C(=O)Nc2ccccc2C(F)(F)F)cc1	-7%	-2%	11%	i	-4%
CC(C)=CCC/C(C)=C/CNC(=O)C[C@H]1C[C@H](C(=O)N2CCOCC2)[C@@]2(C)c3[nH]c4ccc(Cl)cc4c3CCN2C1=O	·	-4%	·	3.6%	·
COCC(=O)NCc1nc2ccccc2n1Cc1ccccc1F	·	-6%	-6%	6.6%	-8%
CCn1c(=N)n(CC(O)c2cccs2)c2ccccc21 (stereo not drawn)	1%	4%	18%	0.1%	-6%
CC(OC(=O)c1ccc2c(=O)n3c(nc2c1)CCCCC3)C(N)=O (stereo not drawn)	-9%	-2%	-10%	0.3%	-4%
COc1ccc(CCN2C(=O)CN=C2Nc2ccc(F)cc2)cc1OC	-10%	-2%	-9%	1.3%	2%
N#Cc1c(-n2cccc2/C=N/O)sc2c1CCCC2	8%	4%	10%	1.4%	3%
O=c1oc2ccc3ccccc3c2cc1-c1nnc(-c2cccs2)o1	?	0%	?	1.2%	0%
NC(=O)c1ccc(NC(=O)CCCc2nc(-c3ccccc3Cl)no2)cc1	6%	-16%	10%	4.7%	10%
O=C(NC1CCCc2ccccc21)c1ccccc1OC(F)F (stereo not drawn)	-7%	4%	9%	0.1%	9%
CCCCNc1nc(N(C)c2ccccc2)nc(-n2ccnc2)n1	11µM*	0%	?	i	12%
CC12CCC(C(=O)N3CCc4ccccc43)(CC1=O)C2(C)C (stereo not drawn)	5%	-2%	12%	0.7%	4%
Cc1ccc(S(=O)(=O)NCC(=O)N2CCCC2C(=O)O)cc1 (stereo not drawn)	7%	-5%	-2%	i	-7%
Cc1ccc(-n2c(-c3ccc([N+](=O)[O-])cc3)nc3ccccc3c2=O)cc1	15%	-8%	32%	7.4%	1%
CC(=O)Nc1cccc(N=NN2CCOCC2)c1	-1%	·	-9%	1.0%	9%
CCc1nc2ccc(C(=O)N3CCN(c4ccccc4F)CC3)cc2nc1CC	7%	-3%	32%	1.1%	10%
COc1cccc(/C=C(/C(=O)OCC(=O)NCC2CCCO2)c2ccccc2)c1 (stereo not drawn)	-1%	8%	38%	i	2%
COc1cccc(-n2c(=S)[nH]c3c(oc4ccccc43)c2=O)c1	-5%	-8%	-14%	2.3%	-4%
Cc1ccccc1-c1nc(CS(=O)CC(=O)NCc2ccc3c(c2)OCO3)c(C)o1 (stereo not drawn)	3%	12%	4%	1.1%	-6%
CN(C)C(=O)CSc1ncccc1-c1nc2ccccc2[nH]1	0%	-3%	-2%	1.7%	-6%
COc1ccc(C2=NN(C(=O)CN3CCOCC3)C(c3nc4ccccc4[nH]3)C2)cc1 (stereo not drawn)	1%	-3%	-3%	1.4%	5%
CNC(=S)N/N=C(\C)c1ccc2c(c1)OCO2	4%	12%	?	3.4%	-7%
O=C(COC(=O)c1cc([N+](=O)[O-])ccc1N1CCOCC1)Nc1ccc(Cl)cn1	-4%	3%	21%	5.6%	-8%
CCOc1ccccc1CNC(=O)C1CCN(c2nn3c(=O)cc(C)nc3s2)CC1	-6%	-4%	32%	0.7%	-10%
Cc1cccc2sc(N(CCCN(C)C)C(=O)c3ccco3)nc12	-4%	-3%	-9%	68%	1%
CCc1ccc(NC(=O)c2ccc(S(=O)(=O)NCc3cccnc3)cc2)cc1	?	-7%	10%	i	-11%
CC1C2Cn3c(nc4ccccc43)C1N(C)O2 (stereo not drawn)	0%	0%	0%	1.0%	10%
Cc1ccccc1CSc1nnc2ccc(-c3ccncc3)nn12	0%	-11%	4%	1.4%	-3%
Clc1cccc(N=NN2CCOCC2)c1Cl	-4%	-7%	1%	i	4%
Cc1ccc(C)c(S(=O)(=O)N2CCN(C(=O)CCNS(=O)(=O)c3ccccc3)CC2)c1	1%	-6%	4%	7.1%	-10%
O=C(NCc1ccc2c(c1)OCO2)c1ccc2c(c1)OCO2	0%	3%	49%	1.8%	3%
Cc1ccccc1NS(=O)(=O)c1cccc(C(=O)Nc2cccc(C(=O)O)c2)c1	-4%	-1%	-10%	0.2%	4%
COc1ccc(C(C)=O)cc1COC(=O)c1cnc(Cl)c(Cl)c1	?	-8%	?	0.4%	-12%
CC12CCC(=O)N1C(C(=O)NNC(=O)c1ccc(F)cc1)CS2 (stereo not drawn)	-2%	14%	-8%	0.0%	-9%

In the list so far, 4 have an NH in an aromatic ring:
SMILES	M. tuberculosis HTS	influenza NS1A	M. tuberculosis	inhibitors of VEEV	PhoP GFP inhibition	others
CC(C)=CCC/C(C)=C/CNC(=O)C[C@H]1C[C@H](C(=O)N2CCOCC2)[C@@]2(C)c3[nH]c4ccc(Cl)cc4c3CCN2C1=O	·	-4%	·	3.6%	·
COc1cccc(-n2c(=S)[nH]c3c(oc4ccccc43)c2=O)c1	-5%	-8%	-14%	2.3%	-4%
CN(C)C(=O)CSc1ncccc1-c1nc2ccccc2[nH]1	0%	-3%	-2%	1.7%	-6%
COc1ccc(C2=NN(C(=O)CN3CCOCC3)C(c3nc4ccccc4[nH]3)C2)cc1 (stereo not drawn)	1%	-3%	-3%	1.4%	5%

Next section.
SMILES	M. tuberculosis HTS	influenza NS1A	M. tuberculosis	inhibitors of VEEV	PhoP GFP inhibition	others
O=C(Nc1ccc(NC(=O)c2ccccc2F)cc1)c1ccccc1F	0%	-10%	-4%	1.2%	0%
CCn1c(SCC(=O)NC2CC2)nnc1-c1ccncc1	-39%	20%	-8%	1.6%	-12%
CCOP(=O)(OCC)C(NC(=O)Nc1ccc(Cl)cc1)C(=O)N(CC)CC (stereo not drawn)	2%	-13%	-6%	0.2%	-2%	inhibitors of VEEV 10K pilot screen=1.0
COc1ccc(CN2CCC(Oc3ccc(C(=O)NCc4ccccn4)cc3)CC2)c(F)c1	-12%	32%	17%	1.4%	-2%
CC(Cc1cccs1)NC(=O)Nc1ccc(F)cc1 (stereo not drawn)	-2%	-14%	17%	1.8%	-14%
Cc1cc2c(c(SCC#N)n1)C(=O)OC2	-4%	0%	-2%	0.3%	3%
CCN(C[C@H]1N[C@@](CC)(C(=O)OC)[C@H]2C(=O)N(C)C(=O)[C@@H]12)S(=O)(=O)c1ccccc1	7%	18%	-6%	i	·
O=C(CSc1ccc(Cl)cc1)N1CCCC1	-1%	-2%	?	i	-8%
COc1ccc(CNC(=O)C(OC(=O)c2cccs2)C(C)C)cc1 (stereo not drawn)	1%	3%	-1%	1.6%	7%
O=C(O)c1cccnc1Sc1ccccc1	-3%	-3%	1%	0.8%	-1%
Cc1ccc(C(C[N+](=O)[O-])Sc2ccc(N)cc2)cc1 (stereo not drawn)	?	3%	?	27%	55µM*
Cc1c(NC(=O)c2cccc(NC(=O)Cc3ccc(F)cc3)c2)c(=O)n(-c2ccccc2)n1C	-1%	-8%	-4%	2.3%	·
O=C(O)COc1ccc(/C=N/NC(=O)c2ccc(-c3csc(Nc4ccc(Cl)cc4)n3)cc2)cc1	·	-7%	·	i	·
COc1ccc2noc3c2c1C(=O)c1ccccc1-3	39%	7%	?	6.5%	-36%
COC(=O)c1cc(OC)c(OC)c(OC)c1[N+](=O)[O-]	2%	-19%	-12%	0.8%	-3%
CC(C)=NNc1nc2c(c(=O)n(C)c(=O)n2C)n1C	12%	·	-3%	1.5%	0%
CCOC(=O)c1c(NC(=O)COC(=O)Cn2c(C(F)(F)F)nc3ccccc32)sc(C)c1C	7%	-5%	12%	5.2%	2%
COc1cc(OC)c(-c2noc(C(=O)OC(C)(C)C)c2C(=O)OC(C)(C)C)c(OC)c1	2%	-6%	-5%	0.8%	1%
COc1ccc(C(CNC(=O)COc2ccc([N+](=O)[O-])cc2)N2CCCCC2)cc1 (stereo not drawn)	3%	12%	0%	0.9%	0%
CC(=O)Nc1ccc(S(=O)(=O)NC(CC(=O)N(C)Cc2ccccc2)C(C)C)cc1 (stereo not drawn)	-4%	-13%	-11%	1.0%	6%

Three entries out of the list, ordered by length of the SMILES, rising:
SMILES	M. tuberculosis HTS	influenza NS1A	M. tuberculosis	inhibitors of VEEV	PhoP GFP inhibition	others
CCn1c(SCC(=O)NC2CC2)nnc1-c1ccncc1	-39%	20%	-8%	1.6%	-12%
CCOP(=O)(OCC)C(NC(=O)Nc1ccc(Cl)cc1)C(=O)N(CC)CC (stereo not drawn)	2%	-13%	-6%	0.2%	-2%	inhibitors of VEEV 10K pilot screen=1.0
CCOC(=O)c1c(NC(=O)COC(=O)Cn2c(C(F)(F)F)nc3ccccc32)sc(C)c1C	7%	-5%	12%	5.2%	2%

Later entries:
SMILES	M. tuberculosis HTS	influenza NS1A	M. tuberculosis	inhibitors of VEEV	PhoP GFP inhibition	others
COc1cccc(-n2c(SC3CCOC3=O)nc3ccccc3c2=O)c1 (stereo not drawn)	0%	3%	7%	2.7%	1%
Cc1ccc(S(=O)(=O)c2c(COC(=O)c3cccc(Cl)c3)c(-c3ccccc3)nn2C)cc1	-2%	-11%	-8%	2.7%	-6%
CCOc1cc(/C=C(\C#N)c2nc3ccccc3[nH]2)ccc1OC(C)C(=O)O (stereo not drawn)	7%	1%	-6%	i	4%
CCCCN1CC(=O)N2[C@H]3c4ccc(OC)cc4OC[C@@H]3[C@H](C(=O)OCC)[C@]2(C)C1=O	-5%	6%	10%	0.1%	·	inhibitors of VEEV 10K pilot screen=0.7
Cc1ccccc1NC(=S)NC(NC(=O)COc1ccccc1)C(Cl)(Cl)Cl (stereo not drawn)	-3%	3%	-2%	4.2%	-9%
CSC(=S)NN=C(C)c1cccc(C)n1	·	1.1µM*	·	?	·
CCOC(=O)N1CCN(C(=O)/C=C/c2ccc(C(C)(C)C)cc2)CC1	13%	1%	16%	0.5%	5%
O=[N+]([O-])c1cccnc1N1CCCCC1	-1%	-6%	-6%	1.5%	12%
CNC(=O)c1cc2c(-c3ccccc3)nn(C)c2s1	-6%	8%	-3%	i	0%
COc1ccc(CNC(=O)COC(=O)c2ccc(S(=O)(=O)NCc3ccco3)cc2)cc1	-3%	-3%	-6%	8.1%	·
COc1cc(CC(=O)Nc2ccccc2N2CCCCC2)cc(OC)c1OC	-1%	0%	14%	1.5%	-5%
Cc1ccc(SCCN2CCC(O)CCC2=O)cc1 (stereo not drawn)	5%	3%	0%	i	1%
CCOC(=O)CC1=NS(=O)(=O)c2ccccc2N1	-1%	-1%	1%	i	-2%
O=C1CCC(C(=O)N2CCCC(C(=O)c3ccc4c5c(cccc35)CC4)C2)=NN1 (stereo not drawn)	5%	6%	-10%	0.1%	-6%
N#Cc1c(N)nc(SCC(=O)OCc2ccccc2)c(C#N)c1-c1ccco1	-2%	-3%	?	2.1%	-4%
CCOC(=O)C(C(=O)OCC)=C1OC(=O)c2ccccc21	-4%	-6%	8%	1.0%	13%
CCc1ccc2[nH]c3nc(N/N=C/c4ccc(O)cc4O)nnc3c2c1	6%	2%	18%	7.3%	4%
CCn1ncc(C2=NOC(C(=O)N3CCN(c4ccccc4)CC3)C2)c1C (stereo not drawn)	-5%	4%	-7%	3.6%	2%
COc1cc(/C=C2\SC(N3CCc4ccccc4C3)=NC2=O)cc(OC)c1OC	4%	-8%	2%	1.0%	-7%
CC1CCN(C(=S)c2ccc(N(C)C)cc2)CC1	3%	-2%	15%	2.6%	7%
O=C(CSc1nnc(-c2ccncc2)n1Cc1ccccc1)Nc1nccs1	1%	-3%	18%	3.8%	-8%
Fc1nc(F)c(F)c(NCCCNc2c(F)c(F)nc(F)c2F)c1F	38µM*	-1%	?	0.6%	12%
O=C(Nc1cc2c3c(c1)CC(=O)N3CCC2)c1cccc(F)c1	14%	-4%	2%	4.4%	7%
CCn1c2ccccc2c2cc(/C=N/NC(=O)c3ccccc3C)ccc21	-2%	11%	-9%	0.6%	-3%

2 neighbouring compounds from above, quoted:
SMILES	M. tuberculosis HTS	influenza NS1A	M. tuberculosis	inhibitors of VEEV	PhoP GFP inhibition	others
O=C(Nc1cc2c3c(c1)CC(=O)N3CCC2)c1cccc(F)c1	14%	-4%	2%	4.4%	7%
CCn1c2ccccc2c2cc(/C=N/NC(=O)c3ccccc3C)ccc21	-2%	11%	-9%	0.6%	-3%
